IL1B NFkB pot: enhancers of NFkB p65 translocation in HUVEC – imaging, IL-1B stimulus, high-content imaging, primary screen | HUVEC IL-1B NFkB p65 nuclear translocation imaging | activation, % at 2 µM | actives 0.3% (n = 94,000);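 active = activation above 40%, about the mean plus 3 SD, also judged a hit on visual image review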;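 also: percent activation is computed from the nuclear over cytoplasmic p65 intensity ratio; values of inactives mirror those of a sister screen read the other way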
NFkB transloc inh: inhibitors of IL-1B driven NFkB p65 nuclear import, primary screen, imaging, HUVEC, IL-1B stimulus, high-content imaging; inhibition, % at 2 µM; HUVEC IL-1B NFkB p65 nuclear translocation imaging; actives 0.43% (n = 94,000);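 active = inhibition above about 30% together with a positive call from visual inspection of the well image, limit read from the data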;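 also: nuclear over cytoplasmic p65 intensity ratio measured by imaging; 0% = IL-1B stimulated DMSO wells and 100% = unstimulated DMSO wells; values of inactives mirror those of a sister screen read the other way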
Bcl-B TR3 displacers: displacers of TR3 peptide from Bcl-B, primary screen, selectivity assay for Bfl-1 inhibitor project, biochemical, fluorescence polarization. Bcl-2-like protein 10 (Homo sapiens). FP displacement of FITC-TR3 peptide from Bcl-B; higher % means a stronger effect. displacement, % at 20 µM; hits with a dose series show IC50 in µM. actives 0.11% (n = 96,000). AID 748, 2007;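 active = displacement above 50% at 20 µM plus a fluorescence interference ratio under 1.5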;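 also: plate controls were wells without compound for no effect and wells lacking Bcl-B protein for full effect; a part of the inactive calls stands beside numbers as strong as those of hits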
PLAP inhibition: PLAP enzyme inhibitors, biochemical, luminescence, HTS (AID 690) | one-dose inhibition, % at 20 µM; IC50 in µM for titrated hits | actives 0.08% (n = 96,000) | purified PLAP, luminescent substrate; higher % means a stronger effect | Alkaline phosphatase, placental type (Homo sapiens); in the data active = a potency from the dose series; inactive = the rest, 99 in 100 with inhibition below about 30%; also: strong numbers were not always called active
MRP reversal: reversal of MRP1-mediated doxorubicin resistance, primary screen, H69AR cells, doxorubicin co-treatment | H69AR cells + 2 uM doxorubicin, CellTiter-Glo, 72 h | AID 602, 2007 | differential viability (reversal), % at 10 µM | actives 0.04% (n = 85,000);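 active = viability drop by adding the cancer drug above about 55%, with treated viability meeting a 40% cutoff, limit read from the data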;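 also: viability without doxorubicin minus viability with 2 µM doxorubicin for each compound; larger differential means the compound sensitizes cells more to doxorubicin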
MRP reversal cytotoxicity: second read-out of MRP reversal, no call of its own (marks repeat the call); viability, %; H69AR cells, CellTiter-Glo, 72 h; measured here: cytotoxicity without doxorubicin
MRP reversal with doxorubicin: recorded beside MRP reversal, whose call it bears; viability, %; measured here: viability with 2 uM doxorubicin; hits give low values
NFkB transloc inh cell count 2 µM: further read-out of NFkB transloc inh, marked with its call; cell count; measured here: cells passing quality filter;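 raw number of nuclei counted in each imaged well without normalization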
IL1B NFkB pot cell count 2 µM: second read-out of IL1B NFkB pot, no call of its own (marks repeat the call); cell count; measured here: cells passing quality filter
Starred values were filed as active, the others as inactive; · = not tested or not shown.

SMILES	IL1B NFkB pot	IL1B NFkB pot cell count 2 µM	NFkB transloc inh	NFkB transloc inh cell count 2 µM	Bcl-B TR3 displacers	PLAP inhibition	MRP reversal	MRP reversal cytotoxicity	MRP reversal with doxorubicin
COc1ccc(CCNc2nc(C)cc(=O)[nH]2)cc1OC	6	81	-6	81	·	·	12	96	84
O=C(C1CCC1)N1CCc2cc(S(=O)(=O)NC3CCCc4ccccc43)ccc21 (stereo not given)	11	147	-11	147	-4%	5%	11	82	71
CCSC1=C(C#N)C(c2cccc(O)c2)CC(=O)N1 (stereo not given)	26	188	-26	188	-13%	1%	25	97	71
Cc1nnc(SCC(=O)Nc2ccc3c(c2)COC3=O)n1-c1ccccc1	-16	49	16	49	-5%	-45%	·	·	·
COc1cc(C(=O)Nc2ccc(S(=O)(=O)N3CCCCC3C)cc2)cc(OC)c1OC (stereo not given)	39	108	-39	108	-2%	-5%	12	86	74
O=C(Nc1cc(C(=O)N2CCCC2)ccc1N1CCCC1)c1ccccc1	-3	123	3	123	-13%	6%	11	88	77
Cc1cc(C)c2c(N)c3ccccc3nc2n1	21	120	-20	120	2%	4%	·	·	·
CCC(C)Nc1nc2c(c(=O)n(C)c(=O)n2C)n1Cc1ccc(F)cc1 (stereo not given)	17	112	-17	112	-13%	3%	-14	66	79
Cc1c(NC(=O)C2CCCN2C(=O)c2cccs2)c(=O)n(-c2ccccc2)n1C (stereo not given)	5	93	-5	93	2%	·	-2	88	90
CCCOC1(NC(=O)c2ccccc2)C(C)=CC(=O)C=C1C	-7	55	9	55	3%	7%	2	95	93
CNC(=O)c1cn(-c2ccccc2)c(=O)c2ccccc12	16	172	-16	172	1%	-4%	·	·	·
CCOc1cc2[nH]c(=S)n(CCCCC(=O)NCc3ccco3)c(=O)c2cc1OCC	·	·	·	·	-3%	-20%	2	93	91
CC(=O)Nc1c(O)nc(SCC(=O)Nc2c(C)cccc2C)[nH]c1=O	-1	150	1	150	-9%	20%	17	112	95
CN(C)CC(C)(C)CNC(=O)c1cc(=O)c2ccccc2o1	8	178	-8	178	2%	8%	·	·	·
N#Cc1ccccc1Sc1ccccc1C(=O)Nc1ccccc1	7	206	-6	206	-6%	-5%	·	·	·
CCN(C(=O)COC(=O)c1cnc(C)cn1)C1CCCCC1	10	155	-10	155	6%	-12%	11	99	88
CCN(CC)S(=O)(=O)c1cc(C(=O)Nc2ccccn2)ccc1C	-1	139	1	139	-3%	-36%	0	78	77
c1ccc2sc(SN3CCOCC3)nc2c1	·	·	·	·	0%	17%	-4	76	80
CC(=O)N1CCN=C1SCc1ccccc1	26	204	-26	204	-7%	18%	4	94	90
CCOCCCNC(=O)CN1C(=O)C(CC)Oc2ccccc21 (stereo not given)	11	131	-11	131	-7%	14%	1	97	97

The final 7 entries of the part above are carried over, then new ones follow.
SMILES	IL1B NFkB pot	IL1B NFkB pot cell count 2 µM	NFkB transloc inh	NFkB transloc inh cell count 2 µM	Bcl-B TR3 displacers	PLAP inhibition	MRP reversal	MRP reversal cytotoxicity	MRP reversal with doxorubicin
CN(C)CC(C)(C)CNC(=O)c1cc(=O)c2ccccc2o1	8	178	-8	178	2%	8%	·	·	·
N#Cc1ccccc1Sc1ccccc1C(=O)Nc1ccccc1	7	206	-6	206	-6%	-5%	·	·	·
CCN(C(=O)COC(=O)c1cnc(C)cn1)C1CCCCC1	10	155	-10	155	6%	-12%	11	99	88
CCN(CC)S(=O)(=O)c1cc(C(=O)Nc2ccccn2)ccc1C	-1	139	1	139	-3%	-36%	0	78	77
c1ccc2sc(SN3CCOCC3)nc2c1	·	·	·	·	0%	17%	-4	76	80
CC(=O)N1CCN=C1SCc1ccccc1	26	204	-26	204	-7%	18%	4	94	90
CCOCCCNC(=O)CN1C(=O)C(CC)Oc2ccccc21 (stereo not given)	11	131	-11	131	-7%	14%	1	97	97
Cn1c(SCc2cccnc2)nnc1-c1c[nH]c2ccccc12	·	·	·	·	-10%	16%	2	89	87
CCOC(=O)C1CCCN(C(=O)c2cc(Cl)ccc2Cl)C1 (stereo not given)	-9	103	9	103	-3%	15%	-3	90	94
CN(C)c1ccc(C2NCC(CCl)O2)cc1 (stereo not given)	3	156	-3	156	7%	12%	·	·	·
Cn1c(SCC(=O)NC(C)(C)C)nnc1-c1cccc(NC(=O)c2ccccc2F)c1	-3	162	3	162	4%	28%	12	83	71
CN(CCOc1ccc(-c2ccn(S(=O)(=O)c3cccc4ccccc34)n2)cc1)c1ccccn1	-7	146	7	146	-9%	-24%	·	·	·
Clc1ccc(-c2nnn(Cc3nc4ccccc4s3)n2)cc1	0	142	0	142	4%	10%	15	96	82
Cc1ccc(NC(=O)CSc2nc(NS(=O)(=O)c3ccccc3)cc(=O)[nH]2)cc1	·	·	·	·	-1%	30%	1	93	91
Cc1cccc(C)c1NC(=O)N1CCN(c2nc3ccccc3s2)CC1	-2	148	2	148	-8%	5%	0	86	86
Cc1cccc(CSc2nnc(-c3ccccn3)n2N)c1	15	106	-15	106	6%	-45%	-6	93	98
CCC1(CC)Cc2ccccc2-c2nc(CN3CCOCC3)[nH]c(=O)c21	17	197	-17	197	8%	-70%	0	57	57
CCc1ccc2[nH]c(=O)c(CN(CCN(C)C)C(=O)Nc3ccccc3)cc2c1	3	141	-3	141	2%	-66%	6	68	62
Cc1cccc2cc(C#N)c(SCC(=O)Nc3ccccc3N3CCOCC3)nc12	5	109	-5	109	·	·	16	89	73
CC(=NCCCn1ccnc1)c1c(-c2ccccc2)[nH]n(-c2nc3ccccc3s2)c1=O	5	179	-5	179	1%	-102%	14	49	34
C1CCN=C(Nc2nc3c(s2)CCCC3)CC1	26	130	-26	130	0%	17%	-21	58	79
CCc1ccccc1N(C(=O)c1cccs1)C1C=CS(=O)(=O)C1 (stereo not given)	-1	94	1	94	-3%	1%	-27	44	71
COc1ccc2c(c1)CCc1c(C(=O)N3CCOCC3)noc1-2	3	128	-3	128	-3%	-51%	7	87	80
CN(Cc1ccccc1)c1nc2c(c(=O)[nH]c(=O)n2C)n1C	4	174	-4	174	·	·	7	74	66
COc1ccc(N2CCN(C(=O)C(CCSC)N=C3NS(=O)(=O)c4ccccc43)CC2)cc1 (stereo not given)	2	178	-2	178	10%	-32%	-3	89	92
O=C(CCN1CCN(CCO)CC1)Nc1ccc(OCc2ccccc2)cc1	10	80	-10	80	-6%	-44%	-7	83	90
COc1ccc(Nc2nc(N3CCCC3)nc(N3CCCC3)n2)c(OC)c1	7	188	-7	188	6%	-22%	10	86	75
Cc1ccc(C(c2nnnn2C(C)(C)C)N(Cc2ccco2)Cc2cccs2)cc1 (stereo not given)	·	·	·	·	-10%	3%	0	67	67
Cc1ccc(-c2nc(CSCC(=O)N3CCOCC3)c(C)o2)cc1	1	133	-1	133	1%	-20%	6	97	91
O=C(c1ccncc1)c1ccc(Br)cc1	14	135	-14	135	-5%	9%	3	92	89
O=C1c2ccccc2C(Nc2ccc3c(c2)OCO3)N1Cc1ccco1 (stereo not given)	-2	71	2	71	·	·	·	·	·
CN=C1SC(C(=O)O)CC(=O)N1C (stereo not given)	-2	182	2	182	-5%	17%	0	95	95
Cn1cccc1C(=O)C(=O)Nc1ccc(Cl)cc1	16	166	-16	166	-8%	17%	·	·	·
CCc1nc(SCC(=O)NCCc2ccccc2)c2oc3ccccc3c2n1	11	142	-11	142	8%	4%	12	97	85
CC(C)(C)NCc1ccccc1OCc1cccs1	-7	196	8	196	-7%	17%	·	·	·
Cc1c(N2C(=O)/C(=C3/C(=O)N(C)c4ccccc43)SC2=S)c(=O)n(-c2ccccc2)n1C	10	133	-10	133	-6%	18%	·	·	·
Cc1cccc(S(=O)(=O)Nc2cccc3c2C(=O)c2ccccc2-3)c1	3	125	-3	125	6%	-26%	·	·	·
O=C(CSc1ccccn1)c1ccc(F)cc1	·	·	·	·	-1%	14%	4	97	94
c1ccc(CCNC2=NCCCS2)cc1	3	185	-3	185	5%	13%	3	86	83
CC(=O)CCc1c(C)[nH]c2ccccc2c1=O	13	167	-13	167	-6%	0%	-5	93	98
CC(C)(C)OC(=O)N1CCC[C@H]1c1nnc(SCc2ccccc2F)o1	1	139	-1	139	8%	-54%	15	89	75
COc1ccc(OCCSc2nnc(-c3ccc(OC)cc3)n2N)cc1	-1	181	1	181	-3%	28%	5	82	78
CN1CCN(CCOc2cccc(Cl)c2)CC1	8	150	-8	150	-3%	18%	·	·	·
CC1=CC(C)(C)N2C(=O)C3(C(C#N)=C(N)Oc4cc(C)oc(=O)c43)c3cccc1c32 (stereo not given)	-3	169	3	169	-3%	-32%	2	96	94
CCCOc1c(Cl)cc(/C=N/O)cc1OCC	5	107	-5	107	0%	18%	-9	59	69
COc1ccc(N2CCN(Cc3nc4c(c(=O)[nH]c(=O)n4C)n3CCCc3ccccc3)CC2)cc1	21	206	-21	206	1%	-25%	-15	97	112
Cc1cc(OCC(=O)Nc2ccc(N3CCN(C(=O)c4ccco4)CC3)cc2)cc(C)c1Cl	12	113	-12	113	0%	-2%	·	·	·
O=C(NCc1ccc2c(c1)OCO2)c1cc2n(n1)C(C(F)(F)F)CC(c1ccc3c(c1)OCO3)N2 (stereo not given)	·	·	·	·	-5%	13%	3	88	85
COc1nc(NCc2ccco2)nc(NC2CCCCC2)n1	6	166	-6	166	·	·	15	86	71
COc1ccc(OC)c(C2C(C(C)=O)=C(O)C(=O)N2CCN2CCOCC2)c1 (stereo not given)	-8	146	8	146	-9%	-45%	3	97	93
CCCCN(CC)CCNC(=O)c1cc2c(C)nc3ccccc3c2o1	26	59	-26	59	·	·	-14	70	85
COc1ccc(Cl)cc1S(=O)(=O)N1CCN(C(=O)c2cc(OC)c(OC)c(OC)c2)CC1	-7	108	7	108	-4%	-56%	-10	57	67
CCCCCOP(=O)(OCCCCC)C1(NS(=O)(=O)c2ccccc2)C=CC(=O)c2ccccc21 (stereo not given)	-2	168	2	168	-12%	-10%	-10	19	29
CSCC[C@H](NC(=O)C1CCN(S(=O)(=O)c2ccc(C)cc2)CC1)C(=O)NCC1CCCO1 (stereo not given in full)	6	137	-6	137	-2%	-54%	2	91	89
O=C(CSc1nnnn1-c1ccccc1)Nc1ccc(Cl)cc1	33	122	-33	122	2%	-7%	·	·	·
O=C(CN(Cc1ccc(F)cc1)S(=O)(=O)c1ccccc1)N1CCCCC1	-6	123	6	123	4%	-84%	-14	69	83
COC(=O)c1cn(C(=O)c2ccco2)c2ccccc12	7	184	-7	184	-14%	3%	6	104	97
Cc1ccc(N2C(=O)CCSC23C(=O)Nc2ccccc23)cc1 (stereo not given)	10	151	-10	151	-3%	-68%	·	·	·
Nc1nc(NCc2c(F)cccc2Cl)nn1-c1ccccc1	3	105	-3	105	-16%	13%	-10	56	65
CCCS(=O)(=O)c1snnc1C	0	139	0	139	0%	-37%	11	93	82
Cc1c(-c2nc(N)nc(Nc3ccccc3)n2)oc2ccccc12	-1	182	1	182	-11%	-27%	-37	14	51
O=C(CSCc1ccc(Cl)cc1)Nc1ccc2c(c1)OCCO2	-4	171	4	171	1%	-3%	·	·	·
CC(=O)N1CCN(Cc2nc3cc(NC(=O)C4CCCCC4)ccc3n2C)CC1	19	151	-19	151	-1%	-15%	-4	103	107

Bioassay records from PubChem.

Some of the compounds tested; the hit share may differ from the screen's.
